# T cell modulator: T cell immune modulators affecting CD8 T cell-vesicle binding. 2C CD8+ T cell-vesicle binding, flow cytometry; hits give low values. AID 2052. calls only at 7 µM. actives 0.068% (n = 330,000);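 active = response, share of CD8 T cells binding vesicles, and their 90th percentile fluorescence all below set limits, cut at about 80% in these data, passing the limit was not always enough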
#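 Test system: purified 2C TCR transgenic mouse naive CD8+ T cells. Probe or stimulus: QL9-peptide-loaded Drosophila micro-vesicles bearing Ld, ICAM-1 and B7-1. Incubation: binding step 1.5 h, 37 °C, antibody labelling 20 min, ice. Measured by: flow cytometry of vesicle-bound cells.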
# b-catenin transl: beta-catenin nuclear translocation modulation; HeLa beta-catenin nuclear translocation, immunofluorescence imaging; actives 0.3% (n = 190,000); nuclear translocation activity, % at 5 µM;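 active = nuclear translocation activity above 50% at 5 µM, with a well cell count of 50 or more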;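 also: per-cell ratio of nuclear to cytoplasmic median beta-catenin stain intensity; plate controls were DMSO negative control for no effect and GSK-3 inhibitor IX positive control for full effect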
#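 System: HeLa cells, endogenous beta-catenin; compound dosing: 5 µM primary single dose, 0.1% DMSO, 0.02–20 µM confirmation series; incubation: 24 h compound exposure at 37°C, 5% CO2; signal: beta-catenin immunofluorescence imaging with DAPI; evaluation: % activation, nuclear-to-cytoplasmic median beta-catenin signal ratio per cell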
# Myeloid diff 2: compounds promoting myeloid differentiation. calls only at 10 µM. ER-HoxA9 myeloid progenitors, lysozyme-GFP differentiation, flow cytometry. actives 1% (n = 360,000);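 active = normalized GFP-positive differentiation at or above the plate's own cutoff, the solvent-only control mean plus 3 SD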;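 also: cells exposed to compound for four days before flow analysis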
# Autophagy HCS: modulators of autophagy; actives 0.98% (n = 190,000); calls only at 10 µM (by protocol); MEF GFP-LC3 puncta imaging; test concentration mostly 10 µM;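 active = percentage of spot-positive cells more than 3 SD above its plate mean, without a fluorescence outlier flag or 80% toxicity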;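 also: spot-positive cell cutoff set from DMSO-treated cells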
# Lipid droplet: hepatic lipid droplet formation modulation; AID 1656; AML12 mouse hepatocytes, oleate lipid droplets, BODIPY imaging; actives 0.4% (n = 240,000); inhibition, % at 6.5 µM;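 active = lipid droplet intensity inhibited by at least 50%, with more than 500 cells counted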
#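 Technique: fluorescence imaging, 20x objective, two fields per well / Assay system: AML12 hepatocytes (mouse) / Measure: % inhibition of lipid droplet signal / Doses: 6.5 µM single-point dosing / Incubation: overnight exposure / Reagent: 100 µM oleic acid challenge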
# WT yeast gro inh: growth inhibition of WT yeast, mitochondrial fusion screen | actives 2.1% (n = 190,000) | mitochondrial fusion phenotypic screen, WT strain | inhibition, % at 10 µM | AID 1362; in the data active = inhibition above about 58%; tested in S. cerevisiae
# Ins promoter up: MIN6 insulin promoter up-regulation; MIN6 insulin promoter-GFP reporter, high-content imaging; hits give high values; z-score at 5 µM; actives 0.3% (n = 190,000); AID 1625;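 active = z-score above 3 at 5 µM with at least 500 cells counted in the well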
# West Nile virus CPE: West Nile virus antiviral activity, cell-based, CPE readout (AID 1621); West Nile virus-infected cells, CPE inhibition; higher % means a stronger effect; CPE inhibition, % at 10 µM; hits with a dose series show IC50 in µM; actives 0.02% (n = 290,000); in the data active = a potency from the dose series; also: strong numbers were not always called active
# MT stabilize HCS: microtubule stabilizers in HeLa cells | HeLa tubulin immunostaining HCS, 24 h; share of cells brighter than vehicle mean+2SD | AID 2205 | % tubulin-high responders, % at 10 µM | actives 0.83% (n = 200,000);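 active = plate Z-score above 3 for both tubulin-high and condensed-nucleus cell shares, with cell loss under 80%, at 10 µM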;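 also: anti alpha tubulin signal scored within the nucleus-defined area of each cell; some results filed as inactive read as strong as hits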
# WT yeast gro inh mutant strain: second read-out of WT yeast gro inh, no call of its own (marks repeat the call); inhibition, %; mitochondrial fusion phenotypic screen, mutant strain inhibition
# Ins promoter up cell count: recorded beside Ins promoter up, whose call it bears; cell count; measured here: cytotoxicity, nuclei count;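 total cells summed across four imaged fields per well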
# Lipid droplet cells 6.5 µM: recorded beside Lipid droplet, whose call it bears; cell count; measured here: cell count, cytotoxicity flag;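 cells counted across two imaged fields per well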
# b-catenin transl cell count 5 µM: also measured in b-catenin transl; calls as there; cell count; measured here: cell count, cytotoxicity flag
# T cell modulator vesicle-bound %: further read-out of T cell modulator, marked with its call; double positive events, %; measured here: CD8+ vesicle-bound cell fraction;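 binding gate set so that unloaded-vesicle control wells show 10% double positive cells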
# MT stabilize HCS Hoechst-high %: also measured in MT stabilize HCS; calls as there; % Hoechst-high responders; measured here: nuclear condensation Hoechst responders;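 share of cells brighter than vehicle mean plus two SD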
# MT stabilize HCS cytotoxicity %: also measured in MT stabilize HCS; calls as there; toxicity, %; measured here: cytotoxicity by cell density;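 0% = mean cell density of plate MIN control wells and 100% = no cells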
# Autophagy HCS cell loss 18 h: further read-out of Autophagy HCS, marked with its call; toxicity, %; measured here: cell loss, nuclei count;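 cell loss after 18 h compound exposure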
# Myeloid diff 2 GFP+ MAC1+ %: recorded beside Myeloid diff 2, whose call it bears; GFP+ MAC1+ double positive, %; measured here: differentiation confirmed by MAC1 staining
# An asterisk follows results filed as active; i = inactive; · = no result given.
SMILES,T cell modulator,T cell modulator vesicle-bound %,b-catenin transl,b-catenin transl cell count 5 µM,Myeloid diff 2,Myeloid diff 2 GFP+ MAC1+ %,Autophagy HCS,Autophagy HCS cell loss 18 h,Lipid droplet,Lipid droplet cells 6.5 µM,WT yeast gro inh,WT yeast gro inh mutant strain,Ins promoter up,Ins promoter up cell count,West Nile virus CPE,MT stabilize HCS,MT stabilize HCS Hoechst-high %,MT stabilize HCS cytotoxicity %
COc1ccccc1NC(=O)N1CCC(C(=O)c2ccc(F)cc2)CC1,i,13,1.0,1134,i,6.9,i,2,39,741,-9,-9,-0.83,1131,-0.5%,5.0,3.0,6.7
C=C(C)C(=O)Nc1cccc(C2=NOC3(C2)C[C@H](C(N)=O)N(C(=O)C(c2ccccc2)c2ccccc2)C3)c1 (stereo partly specified),i,15,-1.4,1156,i,1.1,·,·,·,·,·,·,-0.02,812,-0.7%,·,·,·
COc1cccc(CN2CCC(n3nccc3NC(=O)CCCc3ccccc3)CC2)c1,i,14,·,·,i,1.3,·,·,-1,697,·,·,·,·,-1.0%,·,·,·
CCOc1ccc(N2CC(C(=O)Nc3ccccc3OC)CC2=O)cc1 (stereo unspecified),i,17,-5.0,1252,i,1.9,·,·,-1,749,17,4,0.44,1263,-0.5%,6.9,2.3,9.1
CCC(C)NC(=O)c1nc2c(nnn2Cc2ccccc2Cl)c(=O)[nH]1 (stereo unspecified),i,30,0.7,1059,i,0.5,i,2,-12,675,-26,20,-0.11,1462,-0.1%,2.3,2.9,12
CC(=O)Nc1ccc(S(=O)(=O)N2CCCC2)cc1,i,46,·,·,i,0.5,·,·,-2,824,·,·,·,·,0.5%,·,·,·
CCOc1ccc(/C=N/n2c(C)nnc2C)cc1OC,i,41,-3.2,1100,i,0.1,i,0,26,716,-9,-10,0.03,1249,-0.1%,3.6,1.7,14
O=C(CCS(=O)(=O)c1ccccc1)NC1CCCC1,i,64,·,·,i,0.1,·,·,33,709,·,·,·,·,0.5%,·,·,·
Cc1c(NC(=O)C(C)OC(=O)c2nc(Cl)ccc2Cl)c(=O)n(-c2ccccc2)n1C (stereo unspecified),i,3,·,·,i,4.8,·,·,-2,577,·,·,·,·,0.3%,·,·,·
O=S(=O)(c1cccc(C(F)(F)F)c1)N1CCC(c2nc3ccccc3[nH]2)CC1,i,32,·,·,i,1.8,·,·,-22,752,·,·,·,·,-0.6%,·,·,·
CCn1c(SCC(=O)N2CCCc3ccccc32)nc2ccccc2c1=O,i,6,-4.2,1064,i,0.7,i,-14,·,·,10,13,-0.66,1217,0.7%,3.5,3.2,7.5
CCOc1ccc(NC(=O)CS(=O)(=O)c2cn(C)c3ccccc23)cc1,i,13,0.5,1087,i,0.6,i,-6,-4,510,2,0,0.04,1947,0.2%,4.9,2.0,6.4
CCOC(=O)c1[nH]c(C)c(C(=O)N2CCN(c3ccc(F)cc3)CC2)c1C,i,27,·,·,i,1.2,i,11,-4,753,12,29,0.03,1254,-0.5%,3.1,1.3,7.6
COc1ccc(CC(=O)NNC(=O)CSc2nc(C)c(C)c(=O)[nH]2)cc1,i,51,0.0,1096,i,0.2,i,-28,-5,705,6,0,·,·,0.2%,3.2,2.0,5.9
COc1ccc(CNC(=O)C2CCC(CNS(=O)(=O)c3cccc4cccnc34)CC2)cc1 (stereo unspecified),i,55,·,·,i,2.2,·,·,7,709,·,·,·,·,-0.1%,·,·,·
C[C@@H](NC(=O)c1coc(=O)c(Br)c1)c1ccccc1,i,17,50,78,i,0.5,i,3,1,777,-4,-2,·,·,0.1%,4.2,2.8,10
O=C(O)c1nnn(-c2ccc([N+](=O)[O-])cc2)c1-c1ccccc1,i,32,-2.0,1146,i,0.7,·,·,-9,750,·,·,-0.08,1411,-0.3%,·,·,·
O=C(c1ccco1)N1N=C(c2ccc(Cl)cc2)CC1c1ccco1 (stereo unspecified),i,13,·,·,i,2.4,·,·,0,706,·,·,·,·,-0.2%,·,·,·
COc1cc(CN2CCCC(C(=O)Nc3cccc(-n4cccn4)c3)C2)ccc1F (stereo unspecified),i,47,·,·,i,0.5,·,·,-13,628,·,·,·,·,0.0%,·,·,·
O=c1cc(O)n(Cc2ccc(F)cc2)c(=O)[nH]1,i,31,·,·,i,0.4,·,·,-20,776,·,·,·,·,0.3%,·,·,·
CCOC(=O)C(C)Oc1ccc2c(CC)cc(=O)oc2c1C (stereo unspecified),i,42,0.8,1190,i,0.6,i,-8,14,752,42,37,-0.58,947,0.0%,1.9,1.4,8.2
COc1cccc(CNC(=O)CNC(=O)c2cccs2)c1,i,36,·,·,i,3.0,·,·,4,702,·,·,·,·,0.4%,·,·,·
N#Cc1c(-c2cccs2)cc(-c2ccccn2)nc1N,i,30,7.0,968,i,0.7,i,-2,·,·,18,2,-0.23,1276,0.2%,3.6,2.3,8.1
CC(C(=O)NC1CCS(=O)(=O)C1)N1C(=O)/C(=C/c2ccc(Cl)cc2)SC1=S (stereo unspecified),i,11,·,·,i,5.9,·,·,-2,701,·,·,·,·,-0.1%,·,·,·
CC(C)C(=O)c1cc2c(cc1NC(=O)Nc1cccc3ccccc13)OCCO2,i,25,·,·,·,·,i,-8,-5,761,5,-1,1.4,816,·,1.4,1.2,9.8

# Reprinted from the part before: 2 entries; new compounds follow.
SMILES,T cell modulator,T cell modulator vesicle-bound %,b-catenin transl,b-catenin transl cell count 5 µM,Myeloid diff 2,Myeloid diff 2 GFP+ MAC1+ %,Autophagy HCS,Autophagy HCS cell loss 18 h,Lipid droplet,Lipid droplet cells 6.5 µM,WT yeast gro inh,WT yeast gro inh mutant strain,Ins promoter up,Ins promoter up cell count,West Nile virus CPE,MT stabilize HCS,MT stabilize HCS Hoechst-high %,MT stabilize HCS cytotoxicity %
CC(C(=O)NC1CCS(=O)(=O)C1)N1C(=O)/C(=C/c2ccc(Cl)cc2)SC1=S (stereo unspecified),i,11,·,·,i,5.9,·,·,-2,701,·,·,·,·,-0.1%,·,·,·
CC(C)C(=O)c1cc2c(cc1NC(=O)Nc1cccc3ccccc13)OCCO2,i,25,·,·,·,·,i,-8,-5,761,5,-1,1.4,816,·,1.4,1.2,9.8
Cn1cccc1C(=O)NC(=O)COC(=O)c1cc(S(=O)(=O)N2CCCCC2)ccc1Cl,i,53,0.0,1113,i,0.1,i,-3,-15,674,-24,5,-0.39,1188,0.4%,3.7,3.3,8.6
O=C(CNS(=O)(=O)c1ccccc1)Nc1ccccc1Br,i,59,·,·,i,0.7,·,·,-1,645,·,·,·,·,-0.9%,·,·,·
O=C(CN1CCN(Cc2ccccc2Cl)CC1)N/N=C/C=C/c1ccccc1[N+](=O)[O-],i,43,0.0,1091,i,0.6,i,-10,-1,628,6,8,-0.95,1355,-1.0%,2.0,4.3,4.1
COc1ccccc1Oc1nc(-c2cccnc2)nc2ccccc12,i,54,-1.2,1112,i,1.0,i,12,-2,681,2,-2,-0.54,1310,-0.1%,1.6,2.6,6.0
O=C(CSc1cn[nH]n1)Nc1cccc(C(F)(F)F)c1,i,20,·,·,i,0.3,·,·,-12,780,·,·,·,·,0.4%,·,·,·
CCOc1ccc(NC(=O)NCCCSC2CCCCC2)cc1,i,23,0.9,1404,i,1.8,i,-2,·,·,5,-21,-0.75,1027,-0.8%,2.8,1.3,3.3
COn1c(-c2ccc(Cl)cc2Cl)nc2ncccc21,i,43,-0.1,1083,i,0.3,i,-5,·,·,7,2,0.3,1346,-1.0%,2.7,0.9,0.5
COC(=O)[C@@H]1Cc2c([nH]c3ccccc23)C(C)(C)N1C(=O)CCl,i,46,·,·,i,1.3,·,·,-3,753,·,·,·,·,-2.3%,·,·,·
c1ccc(CN2CCN(c3ncccn3)CC2)nc1,·,·,-1.7,1163,·,·,i,5,·,·,·,·,0.35,893,·,1.8,0.7,0.3
O=C(O)c1cccc(S(=O)(=O)NCc2cccs2)c1,i,48,-5.5,976,i,0.8,i,-1,·,·,-10,-2,-0.4,1239,0.5%,1.5,2.3,7.4
CCOC(=O)Cc1nnc(NC(=O)c2ncn[nH]2)s1,i,27,0.0,971,i,0.9,i,-2,1,777,-5,-8,-0.33,1169,0.2%,3.4,1.3,2.5
Cn1c(=O)[nH]c(NC2CCCCC2)c([N+](=O)[O-])c1=O,i,57,2.0,508,i,0.6,i,5,31,751,-2,-5,0.1,1227,-0.2%,2.9,2.4,4.8
COc1ccc(CN(CC(=O)NCc2ccc(F)cc2)C(=O)CCC(=O)Nc2ccccn2)cc1,i,21,·,·,i,0.8,·,·,1,768,·,·,·,·,-0.1%,·,·,·
CSc1ccc(CN(C)CC(=O)Nc2c(F)cccc2F)cc1,i,9,-2.8,1150,i,0.5,i,0,1,668,15,27,-0.48,1409,-1.2%,2.8,1.3,1.3
CCOC(=O)c1ccc(N2Cc3ccccc3C2=NC(=O)c2ccncc2)cc1,·,·,-3.1,1142,i,0.4,i,13,-5,697,1,11,0.06,1309,-0.2%,2.0,1.2,3.2
O=C(CSc1nc(-c2ccc(F)cc2)nc2c1Cc1ccccc1O2)Nc1cccc(C(=O)O)c1,·,·,-1.6,1034,i,1.0,i,8,-6,707,1,11,-0.15,1282,-0.1%,6.2,1.8,11
CC(C)C(NC(=O)c1ccccc1NC(=O)c1ccccc1)C(=O)NNC(=O)c1ccncc1 (stereo unspecified),i,23,·,·,i,3.4,·,·,-8,719,·,·,·,·,0.5%,·,·,·
CCOC(=O)C1(CC2CC2)CCN(Cc2cn[nH]c2-c2ccccc2)CC1,i,16,-0.1,1019,i,1.1,i,12,-29,682,-15,-9,-0.49,1583,-1.9%,·,·,·
Cc1ccc(C)c(N(CC(=O)Nc2cc(Cl)ccc2Oc2ccccc2)S(C)(=O)=O)c1,i,54,·,·,i,1.2,i,10,·,·,21,14,·,·,0.6%,3.1,1.1,7.5
NC(=O)c1ccccc1NS(=O)(=O)c1cccs1,i,31,-0.1,976,i,1.1,i,2,-4,725,-9,-1,-0.85,1273,0.2%,2.5,1.9,7.5
CCOC(=O)c1csc(NC(=O)C(C)(C)C)n1,i,8,·,·,i,2.6,i,6,·,·,9,3,-0.57,956,0.3%,3.3,3.4,5.2
